Compound activity (PubChem)
MRP reversal – reversal of MRP1-mediated doxorubicin resistance, primary screen, H69AR cells, doxorubicin co-treatment; H69AR cells + 2 uM doxorubicin, CellTiter-Glo, 72 h; differential viability (reversal), % at 10 µM; 85,000 tested, 0.04% active; AID 602, 2007;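 active means viability drop by adding the cancer drug above about 55%, with treated viability meeting a 40% cutoff, limit read from the data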;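 further: viability without doxorubicin minus viability with 2 µM doxorubicin for each compound; larger differential means the compound sensitizes cells more to doxorubicin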
IL1B NFkB inh – inhibitors of IL-1B driven NFkB p65 nuclear import, primary screen, imaging, HUVEC, IL-1B stimulus, high-content imaging | inhibition, % at 2 µM | HUVEC IL-1B NFkB p65 nuclear translocation imaging | 94,000 tested, 0.43% active;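 active means inhibition above about 30% together with a positive call from visual inspection of the well image, limit read from the data; inconclusive means inhibition above a set limit but visual check negative; inactive means inhibition not above a set limit, visual check negative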;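 further: nuclear over cytoplasmic p65 intensity ratio measured by imaging; 0% = IL-1B stimulated DMSO wells and 100% = unstimulated DMSO wells; values of inactives mirror those of a sister screen read the other way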
IL1B NFkB pot – enhancers of NFkB p65 translocation in HUVEC – imaging, IL-1B stimulus, high-content imaging, primary screen | 94,000 tested, 0.3% active | activation, % at 2 µM | HUVEC IL-1B NFkB p65 nuclear translocation imaging | AID 819, 2007;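 active means activation above 40%, about the mean plus 3 SD, also judged a hit on visual image review; inconclusive means activation above 40% but not a hit on visual review; inactive means activation not above 40% and no visual hit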;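 further: percent activation is computed from the nuclear over cytoplasmic p65 intensity ratio; values of inactives mirror those of a sister screen read the other way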
Bcl-B TR3 displacers – displacers of TR3 peptide from Bcl-B, primary screen, selectivity assay for Bfl-1 inhibitor project, biochemical, fluorescence polarization. Bcl-2-like protein 10 (Homo sapiens). FP displacement of FITC-TR3 peptide from Bcl-B; higher % means a stronger effect. one-dose displacement, % at 20 µM; IC50 in µM for titrated hits. 96,000 tested, 0.11% active;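 active means displacement above 50% at 20 µM plus a fluorescence interference ratio under 1.5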;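 further: plate controls were wells without compound for no effect and wells lacking Bcl-B protein for full effect; a part of the inactive calls stands beside numbers as strong as those of hits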
PLAP inhibitors HTS – PLAP enzyme inhibitors, biochemical, luminescence, HTS (AID 690) | purified PLAP, luminescent substrate; higher % means a stronger effect | 96,000 tested, 0.08% active | Alkaline phosphatase, placental type (Homo sapiens) | one-dose inhibition, % at 20 µM; IC50 in µM for titrated hits; in the data active means a potency from the dose series; inactive means the rest, 99 in 100 with inhibition below about 30%; further: strong numbers were not always called active
MRP reversal cytotoxicity – recorded beside MRP reversal, whose call it bears; viability, %; H69AR cells, CellTiter-Glo, 72 h; measured here: cytotoxicity without doxorubicin
MRP reversal with doxorubicin – further read-out of MRP reversal, marked with its call; viability, %; measured here: viability with 2 uM doxorubicin; hits give low values
IL1B NFkB inh cell count 2 µM – recorded beside IL1B NFkB inh, whose call it bears; cell count; measured here: cells passing quality filter;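 raw number of nuclei counted in each imaged well without normalization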
IL1B NFkB pot cell count 2 µM – further read-out of IL1B NFkB pot, marked with its call; cell count; measured here: cells passing quality filter
Active calls of the source: *; ? = inconclusive; . = not tested or not shown. Not all compounds are listed; the hit share may differ from the screen's.

SMILES | MRP reversal | MRP reversal cytotoxicity | MRP reversal with doxorubicin | IL1B NFkB inh | IL1B NFkB inh cell count 2 µM | IL1B NFkB pot | IL1B NFkB pot cell count 2 µM | Bcl-B TR3 displacers | PLAP inhibitors HTS
CN(CC(=O)N1CCCCCC1)S(=O)(=O)c1ccc(Br)s1 | 2 | 94 | 92 | -6 | 52 | 6 | 52 | -3% | -2%
COc1cccc(/C=N/Nc2ccc(S(=O)(=O)O)cc2)c1O | . | . | . | 6 | 123 | -6 | 123 | -9% | -6%
CSCC[C@H](NC(=O)Nc1ccc(C)cc1C)C(=O)O | -3 | 100 | 103 | -45 | 107 | ? | . | 0% | 2%
CCC(C)NC(=O)C1CCCN1S(=O)(=O)c1ccc(Cl)cc1 (configuration not stated) | -14 | 86 | 100 | -9 | 113 | 9 | 113 | . | .
Cc1onc(-c2c(F)cccc2Cl)c1C(=O)OCn1nnc2ccccc2c1=O | -11 | 68 | 79 | -18 | 162 | 18 | 162 | . | .
COCCNC(=O)C(c1ccccc1)N(Cc1cccs1)C(=O)Cn1nnc2ccccc21 (configuration not stated) | 13 | 93 | 80 | -9 | 145 | 9 | 145 | -4% | -36%
Cc1nnc(NC(=O)C2CCCN(S(=O)(=O)c3ccccc3C(F)(F)F)C2)s1 (configuration not stated) | -16 | 60 | 76 | 0 | 164 | 0 | 164 | -17% | 1%
Cc1cc(C(=O)CSc2nc3ccccc3o2)c(C)n1CC1CCCO1 (configuration not stated) | -10 | 76 | 86 | -5 | 57 | 5 | 57 | -6% | 10%
Clc1ccccc1-c1nnc2sc(CCc3ccccc3)nn12 | -4 | 72 | 77 | -16 | 107 | 16 | 107 | 5% | -15%
CN(C)S(=O)(=O)c1cccc(-c2cn3cc(Cl)ccc3n2)c1 | . | . | . | -8 | 158 | 8 | 158 | 14% | 20%
Cc1ccccc1C(=O)NCc1ccncc1 | -22 | 71 | 94 | -10 | 128 | 10 | 128 | 5% | 15%
Cc1cc(NC(=O)c2ccc3nc(C)sc3c2)no1 | -5 | 99 | 104 | -7 | 161 | 7 | 161 | 1% | 23%
COc1ccc(CN(CCN(C)C)Cc2ccccc2)c(OC)c1 | 0 | 74 | 74 | -34 | 120 | 34 | 120 | 3% | -67%
Cc1ccnc(SCC(=O)Nc2oc(-c3ccccc3)c(-c3ccccc3)c2C#N)n1 | 5 | 96 | 91 | -10 | 148 | 10 | 148 | -6% | -14%
O=C(O)c1cccn1Cc1ccccc1F | . | . | . | 10 | 105 | -10 | 105 | -1% | 4%
CCCS(=O)(=O)N1CCN(C(=O)c2cc(OC)cc(OC)c2)CC1 | 13 | 104 | 91 | -15 | 178 | 15 | 178 | -2% | -15%
COc1ccc(Cl)cc1NC(=O)C(=O)N/N=C/c1cc(C)n(-c2ccc(C)cc2)c1C | . | . | . | -7 | 164 | 7 | 164 | -12% | -70%
CC(=O)NC1CC2CCCC(C1)N2CC(=O)NCc1ccc(F)cc1 (configuration not stated) | 11 | 99 | 88 | 4 | 55 | -4 | 55 | -10% | -33%
O=C(Nc1ccccc1)OCc1cc(-c2ccccc2Cl)on1 | . | . | . | -12 | 172 | 12 | 172 | -4% | -13%
Cc1ccc(C)c(OCC(=O)Nc2nc3ccc([N+](=O)[O-])cc3s2)c1C | . | . | . | 5 | 113 | -5 | 113 | 0% | -10%
CC(C)(C)c1ccc(C(=O)OCCNC(=O)c2c(Cl)nc3ccccn23)cc1 | 5 | 84 | 79 | -12 | 106 | 12 | 106 | -22% | -62%
CSc1nc(-c2ccccc2)c(-c2ccccc2)[nH]1 | . | . | . | -6 | 77 | 5 | 77 | -3% | -6%
CCOC(=O)c1cc(-c2ccccc2)sc1NC(=O)c1ccc(OC)cc1 | . | . | . | -3 | 112 | 3 | 112 | -10% | -7%
Cc1ccc2cccc(Oc3cnccn3)c2n1 | -12 | 83 | 95 | -14 | 195 | 14 | 195 | 6% | 8%
O=c1cc(-c2ccccc2)n(S(=O)(=O)c2ccccc2)o1 | -16 | 89 | 105 | -19 | 178 | 19 | 178 | -7% | -9%

Single entries from above.
PLAP inhibitors HTS, Cc1ccc(C)c(OCC(=O)Nc2nc3ccc([N+](=O)[O-])cc3s2)c1C stands at -10%
IL1B NFkB inh cell count 2 µM, CN(C)S(=O)(=O)c1cccc(-c2cn3cc(Cl)ccc3n2)c1 stands at 158

The list continues:
SMILES | MRP reversal | MRP reversal cytotoxicity | MRP reversal with doxorubicin | IL1B NFkB inh | IL1B NFkB inh cell count 2 µM | IL1B NFkB pot | IL1B NFkB pot cell count 2 µM | Bcl-B TR3 displacers | PLAP inhibitors HTS
CCNc1ccc(S(=O)(=O)C(F)(F)F)cc1NC(=O)C12CCC(CC1)C2 | 8 | 68 | 60 | -10 | 126 | 11 | 126 | -2% | 36%
O=C(CCCOc1ccc(Cl)cc1Cl)NCC1CCCO1 (configuration not stated) | 12 | 96 | 84 | 11 | 104 | -11 | 104 | . | .
CN(C)C(=O)c1ccc(Oc2ccc(C(=O)N(C)C)cc2)cc1 | 5 | 96 | 91 | 4 | 130 | -4 | 130 | -4% | -7%
COc1cccc(-c2csc(N3CCN(CC(=O)NNC(=O)c4ccc(Cl)cc4)CC3)n2)c1 | . | . | . | -18 | 160 | 18 | 160 | 4% | -2%
COc1ccc(-n2c(Cc3cccn3C)nnc2SCC(=O)Nc2ccc(C)c(Cl)c2)cc1 | -13 | 74 | 88 | . | . | . | . | -2% | -45%
Nc1cccc(-c2nc3ccc(N)cc3s2)c1 | -8 | 66 | 74 | -27 | 160 | 27 | 160 | -14% | 4%
Cn1c(-c2ccc(F)cc2)cnc1NCc1ccccc1 | -3 | 74 | 78 | 0 | 170 | 0 | 170 | 3% | -4%
CCn1c(=O)cc(SCC(=O)N2CCN(c3ccccc3F)CC2)c2ccccc21 | 10 | 79 | 69 | -7 | 159 | 7 | 159 | 9% | -35%
COCCn1c(SCC(=O)Nc2cccc(S(N)(=O)=O)c2)nc2ccccc21 | 3 | 85 | 82 | 6 | 177 | -6 | 177 | 10% | -24%
O=C(O)COCC(=O)Nc1ccc2c(c1)CCC2 | 2 | 100 | 98 | -16 | 103 | 15 | 103 | 0% | -4%
CC(C)NC(=O)/C(=N\O)c1ccccc1 | 13 | 100 | 87 | -2 | 152 | 2 | 152 | 10% | 6%
CCOc1cc(N2CCOCC2)c(OCC)cc1NC(=O)CCS(=O)(=O)c1ccc(Cl)cc1 | 9 | 77 | 68 | 6 | 139 | -6 | 139 | -2% | -32%
Cc1c(Cl)cnc(NC(=O)COC(=O)C(NC(=O)c2ccco2)C(C)C)c1Cl (configuration not stated) | 8 | 90 | 82 | -4 | 122 | 4 | 122 | 18µM* | -34%
CCc1nnc(NC(=O)CSc2nnc(CNc3ccc(Cl)cc3)o2)s1 | 9 | 126 | 117 | 8 | 118 | -8 | 118 | -17% | 8%
CN(C)C(=O)CSc1cccc2cccnc12 | 0 | 1 | 0 | 12 | 150 | -12 | 150 | -5% | 24%
CCN1C(=O)c2cccc3c(NC(=O)c4ccccc4)ccc1c23 | 37 | 81 | 44 | -8 | 127 | 8 | 127 | . | .
Cc1cc(SCNC(=O)c2ccccc2)ncn1 | 12 | 90 | 78 | . | . | . | . | -5% | 3%
CN(C)C(=O)c1cnc(Sc2ncc(C(F)(F)F)cc2Cl)n1C | -7 | 89 | 96 | 6 | 66 | -6 | 66 | -47% | -16%
Cc1ccc2c(c1)nnn2C1CCN(CC(=O)Nc2ccccc2N2CCOCC2)CC1 | 1 | 67 | 66 | -25 | 118 | 25 | 118 | -6% | -53%
CC(C)CNC(=O)CSc1ccc(Cl)cc1 | -3 | 103 | 106 | -10 | 168 | 10 | 168 | 0% | 4%
Cc1ccc(NCc2nnc(SCC(=O)NCc3ccco3)n2CC2CCCO2)cc1Cl (configuration not stated) | -5 | 89 | 94 | 0 | 212 | 0 | 212 | -2% | -56%
CCOc1cc(Br)c(C(=O)O)cc1OC | 4 | 100 | 96 | -2 | 48 | 2 | 48 | -6% | 8%
Cc1cccc(NC(=O)c2cc3n(n2)C(C(F)(F)F)CC(C2CC2)N3)c1C (configuration not stated) | 21 | 94 | 73 | -18 | 163 | 18 | 163 | 3% | -10%
CCOc1ccc(N(CC(=O)Nc2ccc(OC)cc2)S(=O)(=O)c2c(C)noc2C)cc1 | 6 | 88 | 82 | 5 | 68 | -5 | 68 | 4% | -3%
O=C(CSc1nnc(CNC(=O)c2cccs2)o1)NCCc1ccccc1 | -1 | 104 | 105 | -9 | 161 | 9 | 161 | . | .

The results go on:
SMILES | MRP reversal | MRP reversal cytotoxicity | MRP reversal with doxorubicin | IL1B NFkB inh | IL1B NFkB inh cell count 2 µM | IL1B NFkB pot | IL1B NFkB pot cell count 2 µM | Bcl-B TR3 displacers | PLAP inhibitors HTS
Cc1ccc(C)c(N/C(N)=N/c2nc(C)cc(C)n2)c1 | . | . | . | 6 | 152 | -5 | 152 | 0% | -36%
CN(c1ccc(C(=O)N2CCCCC2)cc1)S(=O)(=O)c1ccccc1 | -3 | 83 | 86 | 3 | 92 | -3 | 92 | -8% | 3%
COc1cccc(CSc2nnc(CSc3nc4nc(C)cc(C)n4n3)s2)c1 | . | . | . | -2 | 180 | 2 | 180 | -3% | -105%
Cc1cc(N)n2ncc(-c3ccc(F)cc3)c2n1 | -3 | 69 | 72 | -8 | 171 | 8 | 171 | -2% | 14%
CCOc1ccc2nc(SCC(=O)c3ccc(C)s3)sc2c1 | 7 | 100 | 93 | -18 | 179 | 18 | 179 | 1% | -14%
CCOC(=O)C(C(=O)Nc1ccc(C)cc1)C1CCCCC1 (configuration not stated) | -35 | 23 | 57 | -44 | 171 | ? | . | 16% | 14%
CCc1nnc(NC2=NCCC2)s1 | -5 | 102 | 107 | -10 | 42 | 10 | 42 | 19% | -4%
CCC1(CC)C(=O)N(C)C(=O)NC1=NCc1ccccc1 | . | . | . | -14 | 97 | 14 | 97 | 6% | 9%
Cc1c(C(=O)N/N=C/c2ccccc2)sc(=S)n1C | . | . | . | -2 | 115 | 2 | 115 | -6% | -13%
CCCn1c(=O)[nH]c(=O)c2c1nc(-c1ccc(OC(F)F)c(OC)c1)n2CCOC | . | . | . | 4 | 133 | -5 | 133 | 0% | -58%
Cc1cccn2c(=O)c(C=NCCO)c(NCc3ccco3)nc12 | . | . | . | -11 | 180 | 11 | 180 | -7% | 21%
Cc1ccccc1C(=O)c1cccn1CC(=O)O | . | . | . | 8 | 136 | -8 | 136 | 12% | 0%
CC(C)OC(=O)c1ccc(Cn2nnc3ccccc3c2=O)cc1 | 9 | 93 | 83 | -17 | 74 | 17 | 74 | 3% | 11%
CC12CCC(C(=O)NCCN3CCCCC3)(CC1=O)C2(C)C (configuration not stated) | -17 | 87 | 104 | 10 | 150 | -10 | 150 | -7% | -46%
Oc1c(Cl)cc(Cl)cc1C=Nc1ccc(Br)cc1 | . | . | . | -5 | 169 | 5 | 169 | 9% | 7%
O=C(CCCCCN1C(=O)CCC1=O)Nc1ncn[nH]1 | . | . | . | 2 | 144 | -2 | 144 | 2% | -74%
Cc1cccn2c(=O)c(C=Nc3ccccc3)c(NCCO)nc12 | 10 | 92 | 81 | . | . | . | . | -9% | -14%
O=C(c1cn(CC(=O)N2CCCC2)c2ccccc12)C1CCCCC1 | . | . | . | -8 | 137 | 8 | 137 | 2% | -71%
O=C(OCc1nc(-c2ccccc2)oc1COC(=O)c1ccco1)c1ccco1 | . | . | . | -44 | 130 | ? | . | 14% | -5%
Cc1c(NC(=O)OC(C)C)sc(=S)n1C | 7 | 102 | 95 | -4 | 117 | 4 | 117 | . | .
CCSC1=N/C(=C\c2ccc(-c3ccccc3[N+](=O)[O-])o2)C(=O)S1 | . | . | . | -8 | 147 | 7 | 147 | 116% | 24%
CCCn1c(SCC(=O)NCCc2ccc(Cl)cc2Cl)n[nH]c1=O | 15 | 91 | 76 | 4 | 197 | -4 | 197 | -6% | -17%
